PolyA inhibitor – inhibitors of polyadenylation in S. cerevisiae. S. cerevisiae SKY197-pL101 polyadenylation reporter, beta-gal luminescence; efflux-impaired pdr1/pdr3 knockout yeast; score 100 = 6 SD above DMSO. calls only at 12 µM. 300,000 tested, 0.02% active. AID 1875;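 active = lowest replicate activity score at least 50, where 100 means six control SD above control mean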;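 also: yeast exposed to compound for 9 h at 30 °C; higher score means more reporter readthrough which indicates perturbed polyadenylation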
HSF1 inhib – HSF1 inhibition. AID 2098. activity change, negative = inhibition, % at 7.5 µM (by protocol). 300,000 tested, 0.77% active. NIH3T3-HGL HSE-luciferase, MG132-induced, luminescence 8 h; active compounds read low;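 active = more than half of replicate wells show activity change below -50%, luminescence cut by over half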;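 also: luciferase reports HSF-1 transcriptional activity via heat shock element; 0% = median of DMSO wells and -100% = zero luminescence signal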
GSK3beta inhib – inhibitors of human GSK3beta kinase. P49841. activity score (negative = inhibition), % at 10 µM. GST-GSK3beta kinase, ADP-Glo luminescence, 60 min; active compounds read low. 300,000 tested, 0.038% active;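 active = more than half of replicate wells score below -50%, meaning over 50% inhibition versus plate controls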;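 also: 0% = median DMSO wells and -100% = median GW8510 positive control wells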
Target sequence (P49841 whole entry, looked up): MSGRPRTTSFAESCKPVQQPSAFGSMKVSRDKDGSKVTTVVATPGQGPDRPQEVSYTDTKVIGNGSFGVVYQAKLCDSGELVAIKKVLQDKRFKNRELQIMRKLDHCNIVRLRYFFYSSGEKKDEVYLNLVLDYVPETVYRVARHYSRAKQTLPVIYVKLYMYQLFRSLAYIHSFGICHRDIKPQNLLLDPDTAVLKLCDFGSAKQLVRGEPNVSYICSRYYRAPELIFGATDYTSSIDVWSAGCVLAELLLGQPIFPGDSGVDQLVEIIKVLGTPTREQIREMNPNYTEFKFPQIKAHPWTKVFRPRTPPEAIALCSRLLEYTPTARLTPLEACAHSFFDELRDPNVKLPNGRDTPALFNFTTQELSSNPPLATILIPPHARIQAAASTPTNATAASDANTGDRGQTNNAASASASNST
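Assay system: GST-tagged human GSK3beta kinase, cell-free; Input: 1.6 ng GSK3beta; Medium: Tris/MgCl2 kinase buffer; Timing: 60 min enzyme reaction, room temperature; Signal: ADP-Glo luminescence quantifying ADP generated by kinase; Evaluation: score relative to plate controls; Benchmarks: DMSO neutral wells and GW8510 at 20 µM as positive.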
KLF5 inh – inhibitors of KLF5 expression. DLD-1 KLF5 promoter-luciferase reporter, luminescence. inhibition, % at 5 µM. 290,000 tested, 0.23% active. AID 1700;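 active = inhibition above a per-plate limit of that plate's mean compound inhibition plus 3 SD, cut at about 60% in these data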;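 also: 0% = DMSO wells and 100% = LY294002 at 200 µM; higher means less KLF5 promoter-driven luciferase light; inactives centre near -14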
AI-2 QS modul – modulators of Vibrio harveyi AI-2 quorum sensing system; AID 2094; Vibrio harveyi JMH597 AI-2 luminescence/OD600 ratio, 9 h; active compounds read low; strain lacks LuxN and CqsS sensors; 0 = neutral-control median; 300,000 tested, 0.4% active; activity change, % at 7.5 µM; in the data active = activity change below about -75%, passing the limit was not always enough;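 also: luminescence divided by OD600 gain over 9 h not by final OD600 alone; inactives centre near 13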
aSyn UTR inh – 5' untranslated region of α-synuclein, MLPCN primary screen; AID 1813; inhibition, % (tested at 7.5 µM); alpha-synuclein 5'UTR reporter, inhibitor activity; 300,000 tested, 0.82% active; in the data active = inhibition above about 60%;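 also: H4 neuroglioblastoma cells stably carrying SNCA 5'UTR luciferase fusion; 0% = DMSO wells and 100% = positive control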
IEC-6 cytotox – counter-screen for KLF5 inhibitors: cytotoxicity in IEC-6 cells; inhibition, % at 5 µM; 290,000 tested, 0.78% active; IEC-6 cytotoxicity, luminescence viability; AID 1825; in the data active = inhibition above about 22%;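 also: 0% = plate median of test compound wells and 100% = cytotoxic reference compound wells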
GSK3A inh – human GSK-3 alpha kinase inhibition; P49840; ADP-Glo luminescence, 60 min; inhibition, % at 10 µM; 320,000 tested, 0.1% active; AID 2650;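 in the data active = inhibition above about 50%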;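 also: GST-tagged GSK-3 alpha with peptide substrate and 25 µM ATP; 0% = DMSO neutral wells and 100% = GW8510 positive control wells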
Target sequence (P49840 whole entry, looked up): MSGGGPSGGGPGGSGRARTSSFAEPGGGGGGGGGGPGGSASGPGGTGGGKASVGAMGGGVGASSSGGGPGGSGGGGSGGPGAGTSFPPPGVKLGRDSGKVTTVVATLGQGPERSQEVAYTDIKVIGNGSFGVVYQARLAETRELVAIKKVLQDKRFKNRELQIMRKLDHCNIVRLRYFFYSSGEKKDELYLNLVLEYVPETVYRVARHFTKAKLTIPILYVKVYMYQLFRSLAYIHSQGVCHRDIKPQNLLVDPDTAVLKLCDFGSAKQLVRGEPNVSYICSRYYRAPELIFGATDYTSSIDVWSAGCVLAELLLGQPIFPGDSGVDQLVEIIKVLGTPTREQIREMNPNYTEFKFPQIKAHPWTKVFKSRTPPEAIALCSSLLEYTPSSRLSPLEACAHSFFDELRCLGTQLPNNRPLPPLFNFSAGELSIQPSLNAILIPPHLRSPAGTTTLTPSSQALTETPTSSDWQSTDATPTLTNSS
HSF-1 act – increases HSF-1 driven luciferase reporter signal | NIH3T3-HGL HSF-1 luciferase reporter, MG132, 8 h; 100% = twice DMSO control signal | activation, % at 9 µM | 300,000 tested, 1.7% active | AID 504408;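 active = mean replicate activation of at least 50% with a set share of replicates each reaching 50%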;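 also: 0% = median of the neutral control wells and 100% = twice that signal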
HSP90 inh – blocks HSP90-mediated luciferase refolding in reticulocyte lysate; inhibition, % at 5.6 µM; 290,000 tested, 0.91% active; Rabbit reticulocyte lysate, luciferase refolding luminescence, 3 h;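 active = inhibition above the screen-wide mean plus 3 SD, computed separately per campaign, cut at about 16% in these data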;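 also: 0% = DMSO wells and 100% = 60 µM geldanamycin wells; inhibitors lower the luminescence because luciferase stays unfolded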
Active calls of the source: *; i = inactive; x = not tested or not shown. Some of the compounds tested, so the mix of outcomes need not match the whole.

Below each compound – PolyA inhibitor | HSF1 inhib | GSK3beta inhib | KLF5 inh | AI-2 QS modul | aSyn UTR inh | IEC-6 cytotox | GSK3A inh | HSF-1 act | HSP90 inh
- CCCN1C2CCCC1CC(NC(=S)Nc1cc(C)ccc1C)C2 (stereo unspecified)
    i | -10 | -2 | 0 | 1 | -2 | 7 | -1 | -9 | 1
- COCCn1c(=O)[nH]c2cc(C(=O)NCCN3CCN(c4ccccc4F)CC3)ccc2c1=O
    i | -6 | 3 | -15 | 7 | 0 | -5 | 1 | 9 | 0
- Nc1c2c(nc3ccn(Cc4ccccc4)c(=O)c13)CCC2
    i | -1 | -1 | -18 | 23 | -15 | 2 | -1 | 16 | 0
- N#Cc1c(NC(=O)CCCl)sc2c1CCCCC2
    i | -6 | -4 | 16 | 27 | -12 | 1 | -2 | 9 | 0
- Cc1cc(C(=O)CSc2nnc(-c3cccs3)o2)c(C)n1-c1ccccc1
    i | -73* | 4 | -3 | 23 | -15 | -5 | -2 | -76 | 0
- CCOc1ccc(N(CC(=O)NCc2cccs2)S(=O)(=O)c2c(C)noc2C)cc1
    i | 3 | -1 | -71 | 16 | -14 | 3 | 0 | 7 | 1
- Cc1ccc(NC(=S)N(Cc2ccco2)C(C)c2cccs2)c(Cl)c1 (stereo unspecified)
    i | 4 | -2 | -18 | 10 | -10 | -1 | -4 | -7 | 3
- CSc1cccc(NC(=S)N(CCC(C)C)C(C)c2ccncc2)c1 (stereo unspecified)
    x | -18 | -2 | -5 | 18 | -17 | 3 | 1 | -33 | -2
- Cc1ccc(/C=N/n2c(COc3ccccc3)n[nH]c2=S)cc1
    i | -1 | 1 | -24 | 14 | 20 | -9 | 0 | 5 | 9
- CCN(CC)C(=O)Oc1ccc2ccccc2c1Br
    i | 35 | 2 | -39 | 16 | -44 | -4 | -1 | 38 | -4
- Cc1ccc(C)c(N2CCN(S(=O)(=O)c3c(C)noc3C)CC2)c1
    i | -3 | 0 | -19 | 15 | 8 | 2 | 8 | -20 | 1
- O=C(OC1CCCCC1=O)c1ccc(F)c(S(=O)(=O)N2CCOCC2)c1 (stereo unspecified)
    i | -5 | 3 | x | 29 | 1 | x | 0 | 13 | x
- Cc1ccccc1C(=O)NNc1ncnc2c1cnn2C
    i | -9 | -1 | -19 | 3 | 26 | -1 | -4 | 12 | -7
- CC(C)c1ccc(C2CC(=O)N3CN(Cc4ccco4)CSC3=C2C#N)cc1 (stereo unspecified)
    i | 7 | 3 | -25 | 17 | 10 | -9 | 13 | 0 | -2
- CN(C)S(=O)(=O)N1CCc2ccccc2C1
    i | -4 | -5 | -49 | -3 | -4 | 6 | x | 4 | 8
- O=C(CNCc1ccco1)Nc1cc(S(=O)(=O)N2CCOCC2)ccc1N1CCCC1
    i | -3 | 2 | -19 | 18 | -6 | 1 | -4 | 7 | -2
- O=C(O)C1C2CCCCC2=C2CCCCC2C1C(=O)c1ccccc1 (stereo unspecified)
    i | 3 | 6 | -18 | 28 | -3 | -7 | -10 | 0 | 0
- COc1ccc(C2C(C(=O)NCCN3CCOCC3)c3ccccc3C(=O)N2C2CCCCC2)cc1 (stereo unspecified)
    i | 20 | -3 | 6 | 0 | 16 | 0 | -1 | 41 | 0
- CO[C@H]1O[C@H](C)[C@@H](O)C[C@H]1NC(=O)OCc1ccccc1
    i | -1 | -5 | -35 | 24 | 10 | 7 | 0 | 5 | 2
- C/C(=N\N=C(/N)SC1CC(=O)N(c2ccc(Br)cc2)C1=O)c1cccs1 (stereo unspecified)
    i | -3 | 3 | 13 | 31 | -20 | -5 | 2 | 7 | -4
- Cc1ccc(-n2nc(C(=O)N3CCOCC3)cc2-c2ccc(Cl)cc2)cc1
    i | 9 | -1 | 2 | 3 | -5 | -4 | -3 | 33 | 3
- COc1ccc(N(CC(=O)N/N=C(\C)c2ccccc2)S(=O)(=O)c2ccccc2)cc1
    x | -2 | -1 | -8 | 10 | 2 | -12 | -1 | 3 | 0
- COC(=O)c1sc2ccccc2c1NC(=O)c1coc2ccccc2c1=O
    i | -5 | -18 | -3 | 44 | 28 | 8 | -5 | -5 | 0
- CN1CCN(c2nc3c(c(=O)[nH]c(=O)n3C)n2CCCSc2ncccn2)CC1
    i | -3 | 0 | 0 | 14 | -3 | -2 | -3 | 5 | 1
- O=C(CCCn1c(=O)oc2ccccc21)NC1CCCCCC1
    i | 2 | 0 | -30 | 4 | -21 | 1 | 0 | 15 | -1
- Cc1cc(C)nc(NS(=O)(=O)c2ccc(CC(C)C)cc2)c1
    i | -7 | 2 | -47 | 24 | 4 | 11 | -2 | 6 | -7
- Cc1cccc(N=C2NN=C(c3ccccc3F)CS2)c1C
    i | -7 | 0 | 5 | 37 | -102 | -9 | -1 | -10 | 1
- CCOc1ccc(Cl)cc1/C=N/NC(=O)c1ccccc1
    i | -8 | 1 | -8 | 2 | -3 | 3 | 10 | -7 | -6
- O=C(NCC1CCCO1)c1ccc2c(c1)C(=O)N(c1cccc([N+](=O)[O-])c1)C2=O (stereo unspecified)
    i | -7 | 0 | -26 | 5 | 9 | -3 | 0 | 9 | -1
- C/C(=N\NC(=O)c1ccncc1)c1cccs1
    i | 2 | -5 | -12 | 7 | -48 | 4 | 2 | -1 | 1

Among those listed so far, 3 contain fluorine:
Below each compound – PolyA inhibitor | HSF1 inhib | GSK3beta inhib | KLF5 inh | AI-2 QS modul | aSyn UTR inh | IEC-6 cytotox | GSK3A inh | HSF-1 act | HSP90 inh
- COCCn1c(=O)[nH]c2cc(C(=O)NCCN3CCN(c4ccccc4F)CC3)ccc2c1=O
    i | -6 | 3 | -15 | 7 | 0 | -5 | 1 | 9 | 0
- O=C(OC1CCCCC1=O)c1ccc(F)c(S(=O)(=O)N2CCOCC2)c1 (stereo unspecified)
    i | -5 | 3 | x | 29 | 1 | x | 0 | 13 | x
- Cc1cccc(N=C2NN=C(c3ccccc3F)CS2)c1C
    i | -7 | 0 | 5 | 37 | -102 | -9 | -1 | -10 | 1

(list continues)
Below each compound – PolyA inhibitor | HSF1 inhib | GSK3beta inhib | KLF5 inh | AI-2 QS modul | aSyn UTR inh | IEC-6 cytotox | GSK3A inh | HSF-1 act | HSP90 inh
- Cc1c(OC(C)C(=O)NCc2cccnc2)ccc2c3c(c(=O)oc12)CCCC3 (stereo unspecified)
    i | 2 | -2 | -19 | 25 | 16 | 5 | 0 | 16 | -3
- CN1CCN(C(=O)c2ccc3c(c2)N(Cc2ccc(Cl)cc2)C(=O)c2ccccc2S3=O)CC1 (stereo unspecified)
    i | -1 | 1 | 3 | 24 | -17 | 3 | x | 10 | -3
- COc1ccc(C2C(C(=O)c3ccc(C)o3)=C(O)C(=O)N2Cc2cccnc2)cc1 (stereo unspecified)
    i | 6 | 0 | -42 | 17 | -1 | -1 | -1 | -4 | 1
- COc1cc(CC(=O)OCC(=O)c2ccc3c(c2)OCCO3)cc(OC)c1OC
    i | -19 | 0 | 42 | 23 | 100* | 88* | 1 | -23 | 2
- Nc1nonc1-n1nnc(C(=O)N/N=C/c2ccc(OCc3cccc(Cl)c3)cc2)c1CN1CCCCC1
    i | 20 | -4 | -86 | 33 | -136 | 0 | -4 | 8 | -2
- Cc1cc(C(F)F)n2ncc(C(=O)O)c2n1
    i | 1 | -3 | -16 | 5 | 3 | 0 | -2 | -1 | 3
- Cn1c(CNC(=O)CCNC(=O)c2ccc(Br)cc2)cc(=O)n(C)c1=O
    i | 2 | -4 | -4 | 28 | 0 | 2 | 5 | -18 | -3
- Cc1nc(SCC(=O)NCc2ccccc2)c2oc3ccccc3c2n1
    i | 1 | 0 | -13 | 15 | 1 | 1 | -1 | 12 | -3
- COc1ccc(N2CCN(C(=O)CC(C)S(=O)(=O)c3ccc4c(c3)NC(=O)CO4)CC2)cc1 (stereo unspecified)
    i | 15 | -3 | -9 | 18 | 21 | -5 | -1 | 32 | -6
- CCOC(=O)c1c(NC(=O)COC(=O)c2ccc([N+](=O)[O-])cc2)sc(C(=O)N(C)C)c1C
    i | -5 | -2 | x | 16 | 11 | x | -4 | 3 | x
- COC(=O)C(C(=O)OC)N1C(=O)CCC1=O
    i | -3 | 4 | -15 | 15 | 12 | -4 | -2 | -1 | -1
- S=C(Nc1ccccc1)Nc1cccc(Br)c1
    i | -10 | 3 | 16 | 0 | -46 | -2 | -3 | 0 | 0
- CC1CCN(c2ccccc2N)CC1
    i | -6 | 0 | -28 | 13 | -13 | -4 | x | -10 | -5
- COc1cc(NC(=O)CSc2ccc3c(c2)OCCO3)cc(OC)c1OC
    i | -4 | 2 | 4 | 18 | 19 | 1 | 0 | 3 | -2
- COc1cc(Br)c(C(C)NC(=O)c2cccc(Br)c2)cc1OC (stereo unspecified)
    i | 5 | 4 | -12 | 11 | 5 | -2 | -3 | 14 | -1
- Cc1nc(C(F)(F)F)ccc1C(=O)Nc1ccc(C(F)(F)F)cn1
    i | 2 | 0 | -8 | -1 | -10 | 0 | 0 | 1 | -1
- Cc1cc(C)n(-c2ccc(C(=O)Nc3cccnc3)cc2)n1
    i | 0 | -11 | -34 | 15 | -14 | -2 | 1 | 15 | 2
- O=C(C(Cc1ccccc1)NS(=O)(=O)c1cccc2cccnc12)N1CCc2ccccc21 (stereo unspecified)
    i | -2 | 2 | -7 | 14 | 17 | -3 | -3 | 11 | -1
- O=C(/C=C/c1ccccc1)N1CCN(CC(O)COc2ccccc2)CC1 (stereo unspecified)
    i | 0 | 9 | -2 | 12 | -4 | 0 | -1 | -2 | -3
- COc1ccc(OC)c(/C=N/NC(=S)NCCc2ccccc2)c1
    i | 1 | 2 | -11 | 18 | 2 | -5 | 5 | 0 | -1
- Cn1cnc2c1c(=O)n(CC(O)CO)c(=O)n2C (stereo unspecified)
    i | -4 | 2 | 8 | 5 | 27 | 3 | -2 | 7 | 1
- COc1ccc(C(=O)NNC(=O)CN(C)S(=O)(=O)c2ccc(Cl)cc2)c(OC)c1OC
    i | 9 | 0 | x | 9 | 27 | x | -2 | -3 | x
- COc1ccc(/C=C2/N=C3CCCCCN3C2=O)cc1OC
    i | -5 | -3 | -17 | 16 | 20 | 5 | -4 | 0 | 5
- CCN(CC(=O)Nc1cc(Cl)ccc1C)C(=O)c1ccc(=O)n(Cc2ccccc2)n1
    i | 7 | 3 | -8 | 12 | 24 | 4 | 1 | 9 | 2
- Cc1cccc(N2CCN(c3ccc(NC(=O)/C=C\C(=O)O)cc3)CC2)c1
    i | -9 | -3 | -9 | 19 | -16 | -6 | 0 | -1 | 3
- COc1ccc(NC(=O)COC(=O)c2ccc(OCc3ccccc3Cl)c(OC)c2)c(OC)c1
    i | -3 | 6 | -8 | 22 | 0 | 4 | -3 | -7 | -6

Bioassay records: PubChem, several laboratories
